# GC-A act: GC-A (human) enzyme activation. HEK293 GC-A cells, cGMP TR-FRET, EC30 ANP; 0% at EC30 ANP, 100% saturating ANP. AID 1671463. 370,000 tested, 0.14% active. activation, % at 10 µM. P16066; in the data active = activation above about 40%
# ADAM10 inh: inhibitors of human ADAM10; O14672; recombinant ADAM10, EDANS/DABCYL FRET peptide cleavage, 3 h; inhibition, % at 7 µM; 370,000 tested, 0.62% active;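 active = inhibition above a per-campaign cutoff equal to the mean of compounds falling between control-based bounds plus 3 SD, cut at about 20% in these data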;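 note: 0% = DMSO wells while the 100% control is not disclosed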
# FXN GAA850 act: frataxin GAA850 promoter activation; HEK293 lucGAA850 FXN promoter luciferase reporter, 24 h; percent of 10 µM SAHA response; activation, % at 6 µM; 360,000 tested, 0.56% active;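 active = activation above the average of all compounds screened plus 3 SD, cutoff fixed separately per campaign, cut at about 7.5% in these data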;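 note: 0% = DMSO wells and 100% = 10 µM SAHA wells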
# HGIII-sPLA2 inh: Blocks human group III sPLA2 activity. Q9NZ20. QFRET BODIPY PC-A2 liposome hydrolysis, fluorescence. inhibition, % at 12.2 µM. 370,000 tested, 0.56% active;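 active = inhibition above mean plus 3 SD of compounds lying within the high and low control bounds, cut at about 19% in these data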;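 note: 0% = median of test compound wells and 100% = no enzyme DMSO wells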
# DDE Tn6 FP inh: inhibitors of Tn6 peptide binding to human fibrin DD(E) | P02675 | Fibrin DD(E) TRITC-Tn6 fluorescence polarization displacement | inhibition, % at 8.3 µM | 370,000 tested, 0.21% active;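 active = inhibition above a per-campaign cutoff: mean of compounds within control limits plus 3 SD, cut at about 15% in these data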;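 note: 0% = median of all compound wells on the plate and 100% = blocking peptide control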
# rCAG binder: binds r(CAG) RNA repeats; 370,000 tested, 1.3% active; inhibition, % at 3 µM; r(CAG) RNA repeat, TO-PRO-1 dye displacement fluorescence;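 active = inhibition above the plate cutoff, the mean of all test compounds on that plate plus 3 SD, cut at about 35% in these data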;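 note: 0% = DMSO alone and 100% = 100 µM mitoxantrone as full dye displacement; higher means more dye released from RNA so lower well fluorescence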
# ASAP1 GAP inh: inhibitors of human ASAP1 ArfGAP activity; Q9ULH1; ASAP1-stimulated ARF1 GTP hydrolysis, GDP FP detection; inhibition, % at 16.5 µM; 360,000 tested, 0.19% active; AID 624377; in the data active = inhibition above about 25%;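 note: 0% = vehicle with enzyme and substrate and 100% = no enzyme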
# GC-B act: GC-B (human) receptor activation. 370,000 tested, 0.11% active. P20594. HEK293-GC-B cells, CNP EC30, cGMP TR-FRET; 0% at EC30 CNP, 100% saturating CNP. activation, % at 10 µM;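 active = activation at 10 µM reaching about 35% in either raw or pattern-adjusted values, limit read from the data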
# Target sequence (P20594 whole entry, looked up): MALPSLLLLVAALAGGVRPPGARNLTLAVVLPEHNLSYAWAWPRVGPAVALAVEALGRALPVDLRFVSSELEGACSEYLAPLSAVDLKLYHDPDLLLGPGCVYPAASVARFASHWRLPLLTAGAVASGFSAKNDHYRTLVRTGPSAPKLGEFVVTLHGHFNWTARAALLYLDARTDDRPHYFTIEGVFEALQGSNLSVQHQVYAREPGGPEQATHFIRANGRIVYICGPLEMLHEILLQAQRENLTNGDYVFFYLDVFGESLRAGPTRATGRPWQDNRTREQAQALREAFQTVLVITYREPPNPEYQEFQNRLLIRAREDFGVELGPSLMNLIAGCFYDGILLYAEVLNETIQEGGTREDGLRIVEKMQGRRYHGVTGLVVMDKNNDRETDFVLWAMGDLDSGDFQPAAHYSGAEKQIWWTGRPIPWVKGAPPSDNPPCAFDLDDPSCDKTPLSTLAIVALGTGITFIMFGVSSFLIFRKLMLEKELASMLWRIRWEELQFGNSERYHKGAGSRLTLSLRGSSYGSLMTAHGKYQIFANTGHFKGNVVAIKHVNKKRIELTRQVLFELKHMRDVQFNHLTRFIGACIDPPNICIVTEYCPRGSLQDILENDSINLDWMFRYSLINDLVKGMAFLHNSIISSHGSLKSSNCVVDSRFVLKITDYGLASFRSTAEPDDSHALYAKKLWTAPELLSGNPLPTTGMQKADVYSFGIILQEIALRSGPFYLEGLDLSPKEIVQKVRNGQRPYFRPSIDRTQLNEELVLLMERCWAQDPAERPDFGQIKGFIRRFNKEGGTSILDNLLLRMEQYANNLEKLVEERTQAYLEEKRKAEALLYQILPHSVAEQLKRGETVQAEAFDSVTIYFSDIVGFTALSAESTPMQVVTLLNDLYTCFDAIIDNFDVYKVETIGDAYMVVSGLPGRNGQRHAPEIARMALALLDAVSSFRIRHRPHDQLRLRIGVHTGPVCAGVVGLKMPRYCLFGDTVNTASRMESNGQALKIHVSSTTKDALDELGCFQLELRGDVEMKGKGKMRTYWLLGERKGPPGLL
# proKLK7 act: activators of human kallikrein-7 zymogen; P49862; purified proKLK7, EDANS-DABCYL substrate fluorescence; 100% is mature enzyme control, 0% vehicle; activation, % at 7 µM; 370,000 tested, 0.9% active; AID 652039;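 active = activation above the mean of all tested compounds plus 3 SD, computed per campaign excluding outliers beyond control limits, cut at about 13% in these data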
# ARFGAP1 inhibitor: inhibitors of rat ARFGAP1; Q62848; 360,000 tested, 0.26% active; inhibition, % at 16.5 µM; Arfgap1-stimulated ARF1 GTP hydrolysis, GDP FP detection;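 active = inhibition above a per-plate limit, mean inhibition of low control wells plus 3 SD, cut at about 25% in these data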;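 note: 0% = DMSO wells with enzyme and 100% = wells lacking Arfgap1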
#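 material = rat Arfgap1 catalytic domain, aa 1-136 | also added = human ARF1(Δ1-17)-GTP substrate | compound dosing = one concentration, 16.5 µM, DMSO 1.26% | times = GTP hydrolysis reaction 2 h at 25 °C | measured by = FP, GDP Alexa 633 tracer displaced from anti-GDP antibody, 620/688 nm | evaluation = percent inhibition of Arfgap1-stimulated GTP hydrolysis | replication = single well per compound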
# The depositor's hits bear a star; · = not tested or not shown.
# The opening 5 records (preview)
SMILES,GC-A act,ADAM10 inh,FXN GAA850 act,HGIII-sPLA2 inh,DDE Tn6 FP inh,rCAG binder,ASAP1 GAP inh,GC-B act,proKLK7 act,ARFGAP1 inhibitor
CC1CN(c2nc3c(c(=O)n(C)c(=O)n3C)n2Cc2c(F)cccc2Cl)CC(C)O1 (stereo not drawn),-1,-9,2.5,3,-1,-12,-5,-7,-0.1,-1
CCCCc1nnc(SCC(=O)Nc2nccs2)n1C,3,-3,0.3,8,-2,-4,5,-1,0.3,-1
CC(C)COC(=O)c1ccccc1N1C(=O)C2C3CCC(C3)C2C1=O (stereo not drawn),0,-8,-1.6,6,4,-7,-3,5,-0.5,8
O=C(Nc1ccc(Oc2ccccc2)nc1)C1CCN(Cc2cccc(F)c2)CC1,3,-10,2.0,-10,3,-6,11,-4,0.3,5
CCOC(=O)c1cc(=O)n2nc(-c3ccc(C)cc3)nc2s1,·,-5,1.6,3,-8,-1,9,·,-0.3,0

# Results, from the start:
SMILES,GC-A act,ADAM10 inh,FXN GAA850 act,HGIII-sPLA2 inh,DDE Tn6 FP inh,rCAG binder,ASAP1 GAP inh,GC-B act,proKLK7 act,ARFGAP1 inhibitor
CC1CN(c2nc3c(c(=O)n(C)c(=O)n3C)n2Cc2c(F)cccc2Cl)CC(C)O1 (stereo not drawn),-1,-9,2.5,3,-1,-12,-5,-7,-0.1,-1
CCCCc1nnc(SCC(=O)Nc2nccs2)n1C,3,-3,0.3,8,-2,-4,5,-1,0.3,-1
CC(C)COC(=O)c1ccccc1N1C(=O)C2C3CCC(C3)C2C1=O (stereo not drawn),0,-8,-1.6,6,4,-7,-3,5,-0.5,8
O=C(Nc1ccc(Oc2ccccc2)nc1)C1CCN(Cc2cccc(F)c2)CC1,3,-10,2.0,-10,3,-6,11,-4,0.3,5
CCOC(=O)c1cc(=O)n2nc(-c3ccc(C)cc3)nc2s1,·,-5,1.6,3,-8,-1,9,·,-0.3,0
CC1(C)NC(=O)N(CC(=O)OCC(=O)Nc2cc(S(=O)(=O)N3CCCCC3)ccc2Cl)C1=O,1,5,-1.8,-6,6,-3,-2,11,-0.3,-12
Nc1ncnc2c1ncn2[C@@H]1O[C@H](CNCc2cccc(C#Cc3ccccc3)c2)[C@@H](O)[C@H]1O,0,-5,0.9,-1,-2,12,3,-2,-1.0,-4
CC1CCN(C(=O)COC(=O)c2ccc3c(c2)OCCO3)CC1,0,0,3.2,0,-3,1,0,-2,0.2,9
CC(NC(=O)COC(=O)CNC(=O)C1CCCCC1)c1ccccc1 (stereo not drawn),-1,-10,0.2,9,-4,1,-5,-2,-0.3,1
Cc1ccc(CNC(=O)Cc2nc3nc(C)cc(C)n3n2)cc1,1,2,-1.8,3,5,-3,2,0,-0.5,-5
CCC(CC)CN1CCC(CN2C(=S)NC[C@@H]2CC(C)C)CC1,-1,-13,0.7,10,1,-3,-8,-4,-0.3,-8
CCn1nc(C)c(CNC(=O)c2cc(COc3ccc(F)cc3Cl)on2)c1C,20,-3,-3.9,-10,-2,-7,4,-1,0.2,7
CC1(C)CC(=O)C=C(c2cccnc2)C1,-1,5,-0.4,6,3,7,9,7,-0.4,0
COc1ccc(C(=O)OCC(=O)c2ccco2)cc1[N+](=O)[O-],2,-6,1.0,-10,1,4,-5,-2,0.2,7
CCn1cc(CN2CCC(C(=O)Nc3cccc(-c4cccc(F)c4)c3)CC2)cn1,-1,-2,3.0,-14,5,-6,-12,3,0.3,1
CCOC(=O)c1ccc(NC(=O)CC2C(=O)N(c3cccc(OC)c3)C(=O)N2CCOC)cc1 (stereo not drawn),4,-2,0.4,-5,-1,-2,5,2,0.4,0
Cc1c(NC(=O)c2ccc3c4c(cccc24)CC3)c(=O)n(-c2ccccc2)n1C,0,-4,-0.7,-3,-5,-2,13,1,-0.2,-2
Cc1cc(NC(=O)c2ccc(Cl)cc2Cl)n(CCC#N)n1,-3,0,0.8,1,-4,-6,4,5,0.4,10
CCC(C)OC(=O)C1=C(C)OC23OC(N)=C(C#N)C12C(=O)c1ccccc13 (stereo not drawn),0,2,1.1,0,-3,3,4,-1,0.1,14
COc1cc2c(cc1OC)C(C)N(S(=O)(=O)c1ccc(Cl)nc1)CC2 (stereo not drawn),-1,-11,1.3,9,4,0,15,-3,-0.2,12
Cc1cccc(C(=O)OCC(=O)NCC2COc3ccccc3O2)c1 (stereo not drawn),1,-3,1.3,0,5,1,-3,3,0.3,5
O=C(Cc1ccccc1)NC(Nc1cccc2ccccc12)C(Cl)(Cl)Cl (stereo not drawn),0,4,0.9,-4,0,1,13,2,-0.9,2
CCOc1cc2[nH]c(=S)n(CCCN3CCN(C)CC3)c(=O)c2cc1OCC,2,2,0.0,4,6,1,-3,-12,-0.6,-14
CCC(C)[C@H](NC(=O)N1CCCCCC1)C(=O)OC (stereo partly drawn),0,-5,-0.7,2,2,-5,-3,-3,0.2,-7
CCc1c(C)nc(N2CCN(c3cccc(OC)c3)CC2)[nH]c1=O,-3,2,-0.3,-2,-12,-4,2,-12,0.4,0
# Next part:
SMILES,GC-A act,ADAM10 inh,FXN GAA850 act,HGIII-sPLA2 inh,DDE Tn6 FP inh,rCAG binder,ASAP1 GAP inh,GC-B act,proKLK7 act,ARFGAP1 inhibitor
Brc1ccc2nc(C3CCCCC3)c(Cc3ccccc3)n2c1,-5,-31,·,-9,-1,23,3,-2,-0.1,2
CCOc1ccc(Oc2nc(Nc3ccc(C)cc3)nc(N(C)C)n2)nn1,2,-4,-0.5,3,-2,-2,12,6,0.7,-3
CCOC(=O)N1CCN(C(=O)c2ccc(N3C(=O)c4ccccc4C3=O)cc2)CC1,-4,1,1.9,-3,1,-6,-3,-3,0.2,4
Cc1ccc(S(=O)(=O)N2CCOCC2)cc1NC(=O)CSCc1c(C)noc1C,0,-12,-1.9,5,1,2,-4,5,-1.0,-7
Cn1cnc2c(=O)sc3ccccc3c21,-4,0,-1.4,1,5,-1,-8,-1,-0.2,-9
CCCNC(=O)C(CC)NC(=O)c1cccc([N+](=O)[O-])c1 (stereo not drawn),4,0,0.6,8,-9,2,-5,5,-0.3,3
COc1cc2c(C(=O)NCCCN3CCN(c4cccc(Cl)c4)CC3)cn(C)c(=O)c2cc1OC,-7,-3,0.6,-7,3,0,-12,-11,0.3,-11
Cn1c(=O)c2c(ncn2CC(=O)OCC(=O)Nc2cccc(Cl)c2)n(C)c1=O,-2,-2,1.5,4,1,-3,-10,-1,0.0,16
CCOc1ccc(S(=O)(=O)N2CCN(C(=O)CCOc3ccccc3C)CC2)cc1,-1,-1,-3.6,-18,-4,-6,-8,-1,0.2,1
O=C(c1cc(-c2ccc(Cl)cc2)on1)N1CCCC1,4,-5,-3.1,3,4,-1,-5,1,0.5,11
CCN(CC(=O)Nc1ccc(S(=O)(=O)N2CCCC2)cc1)Cc1ccccc1,-2,4,-1.1,-4,-4,-2,13,3,0.0,4
COc1ccc(C(=O)N(CN2CCCC2=O)c2ccccc2OC)cc1OC,-1,2,-1.0,2,6,-4,-14,1,-0.2,7
Cc1cc(=O)oc2cc(OCC(O)CN3CCN(c4ccccc4)CC3)ccc12 (stereo not drawn),1,-123,1.6,-5,-5,-2,-12,-1,1.5,2
COc1cc2c(C(=O)NC3CCCCCC3)cn(C)c(=O)c2cc1OC,6,-2,-0.4,-1,2,-6,-1,4,-1.0,9
Cc1onc(-c2c(F)cccc2Cl)c1C(=O)Nc1cccc(S(=O)(=O)N2CCOCC2)c1,-1,-5,-2.0,-8,6,4,-13,5,0.6,0
CCC(C)(C)NC(=O)C(c1cccnc1)N(C(=O)c1csnn1)c1ccc(C)cc1 (stereo not drawn),-1,-2,2.7,2,2,-1,-10,10,0.4,9
O=C(Cc1ccccc1)NCC(=O)Nc1ccccc1Br,0,-2,1.3,-6,-6,4,8,0,-0.8,3
C(=N\Nc1nc(-c2ccccc2)cs1)/c1cccs1,2,6,2.3,1,4,15,6,2,0.1,12
Cc1ccc(NC(=O)c2ccccc2NC(=O)CCC(=O)O)cc1,1,-9,1.9,9,-4,0,2,2,0.2,-9
CCCN(CCC)S(=O)(=O)c1cc2c(cc1Br)CCN2C(=O)CC,-4,1,1.1,-10,2,4,8,2,-0.4,4
COc1ccc(NS(=O)(=O)Cc2ccccc2Cl)cn1,-8,12,0.8,4,0,7,-6,7,0.3,-1
CC(NC(=O)c1cc(COc2cccc(C(F)(F)F)c2)on1)c1nccs1 (stereo not drawn),8,-6,5.2,-1,-1,-10,0,-1,-0.1,8
CCCNC(=O)C1(C)CCN(CCS(=O)(=O)c2ccc(C)cc2)C1 (stereo not drawn),2,-28,-2.5,9,-5,-1,3,4,0.4,3
COc1cccc2cc(C(=O)Nc3ccccc3C)/c(=N/NS(=O)(=O)c3ccccc3)oc12,-3,16,0.2,7,3,4,-10,3,0.1,-1
Clc1cccc(Cl)c1Cn1cnc2c(N3CCCCCC3)ncnc21,17,9,-5.5,8,-7,-3,-15,11,0.3,12
# Following part
SMILES,GC-A act,ADAM10 inh,FXN GAA850 act,HGIII-sPLA2 inh,DDE Tn6 FP inh,rCAG binder,ASAP1 GAP inh,GC-B act,proKLK7 act,ARFGAP1 inhibitor
CCOCCCNC(=O)C(=O)NCCCOCC,2,1,1.3,-2,4,1,-2,5,-0.2,8
COc1ccccc1COc1cccn2c(N(C)C(=O)CCC3CCCC3)c(C)nc12,-1,-5,0.8,-14,5,2,-9,-3,1.0,5
Cc1ccc(NC(=O)NC2CCN(CC(=O)Nc3nccs3)CC2)cc1,4,-2,0.6,0,5,-5,-3,0,0.1,-13
Cc1ccccc1N1CC(=O)N(c2ccccc2C)CC1=O,1,2,-0.1,-2,3,-2,-6,3,-0.1,6
CC(=O)C1(O)CCC2C3CC(C)C4=CC(=O)CCC4(C)C3CCC21C (stereo not drawn),2,0,-0.6,0,2,0,10,-3,-0.1,17
Cc1nc2c(C)cccn2c1/C(O)=C1\C(=O)C(=O)N(CCN(C)C)C1c1ccccc1 (stereo not drawn),5,1,1.8,20*,1,-2,0,-2,-0.9,3
CNS(=O)(=O)c1ccc(NC(=O)C2CC(=O)N(c3ccc(Cl)cc3)C2)cc1 (stereo not drawn),-7,-2,3.5,-23,6,6,2,-4,0.2,-3
CCOc1ccc(C(=O)CN2C(=O)NC3(CCCc4ccccc43)C2=O)cc1 (stereo not drawn),0,-12,1.4,3,0,5,-4,1,0.2,13
COc1cccc(CSc2nc3ccccc3[nH]2)c1,-3,2,7.5,-5,9,5,16,-5,-0.3,-11
CC1(c2ccccc2)NC(=O)N(CC(=O)NNC(=O)c2ccccc2F)C1=O (stereo not drawn),5,-2,-0.1,6,0,3,20,-1,0.1,9
Cc1ccc2oc(-c3ccc(C)c(NC(=S)NC(=O)c4cccs4)c3)nc2c1,1,-7,8.6*,1,-3,2,-3,-4,0.2,8
O=C(O)CCc1ccc(-c2ccccc2)n1CC(=O)O,5,-202,-2.3,-10,6,7,3,3,-6.9,-11
O=S(=O)(c1ccccc1)N1CCCCC1CCc1ccccc1 (stereo not drawn),-3,-2,0.4,-2,1,1,1,-4,-0.8,-12
Cc1ccc(Cc2c(-c3ccc(C)cc3)nc3ccc(Br)cn23)cc1,22,-18,4.0,-18,0,21,-1,24,-1.0,-4

# Assay outcomes from PubChem.
